From PubChem BioAssay
hcGAS inh: blocks human cGAS activity | Q8N884 | recombinant h-cGAS, ATP depletion, Kinase-Glo luminescence | inhibition, % at 12.5 µM | hit rate 0.081% among 290,000 | AID 1259398;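 also: 0% = vehicle reaction and 100% = reaction without DNA for no activity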
Target sequence (Q8N884 whole entry, looked up): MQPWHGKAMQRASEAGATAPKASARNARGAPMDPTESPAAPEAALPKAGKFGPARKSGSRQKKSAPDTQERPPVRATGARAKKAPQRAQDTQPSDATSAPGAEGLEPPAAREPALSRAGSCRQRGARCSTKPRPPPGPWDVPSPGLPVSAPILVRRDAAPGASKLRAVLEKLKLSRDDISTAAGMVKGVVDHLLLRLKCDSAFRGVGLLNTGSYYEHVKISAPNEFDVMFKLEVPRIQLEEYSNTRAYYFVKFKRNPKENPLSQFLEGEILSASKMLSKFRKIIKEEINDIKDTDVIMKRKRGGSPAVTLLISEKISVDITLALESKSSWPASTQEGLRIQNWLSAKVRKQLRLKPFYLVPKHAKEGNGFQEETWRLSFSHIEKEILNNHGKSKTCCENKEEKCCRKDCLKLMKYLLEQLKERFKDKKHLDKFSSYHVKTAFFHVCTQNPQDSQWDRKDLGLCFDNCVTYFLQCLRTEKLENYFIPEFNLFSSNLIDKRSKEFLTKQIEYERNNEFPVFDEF
mcGAS lum: blocks mouse cGAS activity. inhibition, % at 12.5 µM. hit rate 0.15% among 160,000. Q8C6L5. recombinant cGAS, Kinase-Glo ATP depletion luminescence. AID 1259399;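 also: 0% = negative control wells and 100% = reference inhibitor with no enzyme activity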
NPYLR7 ag: mosquito NPYLR7 agonism; HEK293T NPYLR7/Galpha15, GCaMP6s calcium fluorescence; activation, % at 10 µM; hit rate 0.15% among 270,000; AID 1259423; in the data active = activation above about 40%;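 also: 0% = vehicle and 100% = reference agonist at the receptor; some compounds past the cut are filed as inactive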
Starred values were filed as active, the others as inactive; . = no result given; & = joins results of further samples. Rule as the data show it, unless noted: active = inhibition above about 40%; inactive = the rest.

canonical_smiles | hcGAS inh | mcGAS lum | NPYLR7 ag
CC(C)c1[nH]nc2c1C(c1cccc3nonc13)CC(=O)N2 (stereo unspecified) | 0 | -2 | .
CCN(CC)C(=O)C1(C)CCN1C(=O)Cc1ccc(-c2ccccc2)cc1 (stereo unspecified) | -5 | -4 | 5
CCOC(=O)N1CCN(C(=O)c2csc(CSc3nnc(-c4ccncc4)n3-c3ccccc3OC)n2)CC1 | -2 | 5 | -7
O=C1CCCCC1Sc1nnc(Cc2cccs2)n1C1CCCCC1 (stereo unspecified) | 0 | . | 1
CN1C(=O)CC(C(=O)NCCc2ccccc2)SC1=Nc1cccc(F)c1 (stereo unspecified) | -2 | -3 | 1
CC(C)c1nc(CNc2ccc3oc(=O)n(C)c3c2)cs1 | -9 | . | 4
COc1ccc(N2C(=O)CC(N(CCc3ccccc3)C(C)=O)C2=O)cc1 (stereo unspecified) | -8 | -5 | -4
CC1(C)C2CCC1(C)C(NC(=O)N1CCCC1c1ccncc1)C2 (stereo unspecified) | -17 | . | 6
c1ccc(CNc2nc(NCCc3ccncc3)c3sccc3n2)cc1 | -11 | . | 59*
O=[N+]([O-])c1ccc(C=CS(=O)(=O)N2C=Cc3ccccc3C2c2c[nH]c3ccccc23)cc1 (stereo unspecified) | -8 | -6 | -6
CN(CCc1ccccc1)Cc1nc(Cc2ccccc2Cl)no1 | -11 | -12 | 15
CCS(=O)(=O)Oc1ccc(CN(C(=O)Nc2ccccc2C(F)(F)F)C(C)C)cc1 | -15 | -7 | -4
CNc1nc(Nc2ccc(OC)cc2)c2nccnc2n1 | 3 | . | 0
O=c1ccc2ccc(Oc3cnn(-c4nc5ccccc5[nH]4)c(=O)c3Cl)cc2o1 | -2 | 11 | 0
COc1ccccc1C1NC(=O)N(C)C2=C1C(=O)N(CCC(=O)N1CCC(Cc3ccccc3)CC1)C2 (stereo unspecified) | -3 | -3 | -2
Cc1ccc(-n2ncc(C(C)NC(=O)N3CCSCC3)c2C)cc1 (stereo unspecified) | -7 | . | 1
CSc1nc2c(c(=O)n1-c1ccc([N+](=O)[O-])cc1)SCC2 | -6 | -7 | 2
Cn1c(C2CCCN(S(C)(=O)=O)C2)nn(CC(=O)N2CCCc3ccccc32)c1=O (stereo unspecified) | -8 | -9 | -4
C=CCc1cc(OC)ccc1OCC(=O)Nc1ccc2c(c1)OCO2 | -11 | . | 23
Clc1cccc(Cl)c1CNc1nn[nH]n1 | -2 | -5 | -8
CCOc1ccc(NC(=O)C/C=C/c2ccc(F)cc2)c(C(N)=O)c1 | -3 | -9 | -9
CCOC(=O)c1sc2nc(CN3CCC(C(=O)OCC)CC3)[nH]c(=O)c2c1C(C)C | -6 | -3 | -3
CCCCCc1ccc(C(=O)N(CCN2CCOCC2)CC(=O)N(Cc2ccc(F)cc2)Cc2sccc2C)cc1 | -10 | -5 | 1
Cc1c(C#N)c(NC(=O)CCl)n(C2CCCC2)c1C | 1 | . | 5
CCOc1ccc(C2=NC(=Cc3ccco3)C(=O)O2)cc1OCC | -1 | . | 0
CS(=O)(=O)c1ccc(N2CCN(S(=O)(=O)c3cccs3)CC2)c([N+](=O)[O-])c1 | -8 | . | 14
NC(=O)c1csc(-c2cnc3ccccc3c2)n1 | -8 | . | 9
Cc1cccc(NC(=NS(=O)(=O)c2ccccc2)c2ccccc2)n1 | -5 | . | 1
CC1=NC2=C(C(=O)CC(C)(C)C2)C(c2cccc(Oc3ccccc3)c2)C1C#N (stereo unspecified) | -6 | -7 | 0
CCCCN(Cc1cccn1Cc1ccc(Br)cc1)C(=O)CN(CCC(C)C)S(=O)(=O)c1ccc(F)cc1 | -7 | -3 | .
CCOC(=O)N1CCC(=O)N(Cc2ccccc2)Cc2cc(OC)ccc21 | 12 | 3 | -13
CC(=O)c1sc(NC(=O)c2ccc(Br)cc2)nc1C | -18 | -4 | 12
COC(=O)c1cc(CNc2cccc(F)c2C#N)ccc1OC | -8 | -13 | 7
CC(=O)Nc1cccc(C(=O)N(C)C2CCCN(CCCc3ccccc3)C2)c1 (stereo unspecified) | -4 | . | 4
O=C(CCC1CCCC1)N1CCC(n2c(-c3ccccc3)nc3ccc(F)cc32)CC1 | -2 | -1 | 14
FC(F)(F)c1cnc(C2CCN(c3cncc(Cl)n3)CC2)[nH]1 | -7 | . | 5
CCNC(=S)N(Cc1cc(Cl)ccc1OCc1nc(CO)cs1)C(C)C | -8 | -7 | 25
CCOC(=O)CCCCCC(=O)N1CCN(CCCOC(c2ccc(Cl)cc2)c2ccc(Cl)cc2)CC1 | -5 | -6 | -1
O=C(C1CC2CCC1O2)N(Cc1ccc(F)cc1)CC(F)(F)F (stereo unspecified) | -5 | . | 1
O=C(CN1CC(c2ccccc2)CC1=O)NCCN1Cc2ccccc2OC(c2ccccc2F)C1 (stereo unspecified) | -4 | -11 | 19
Cc1nonc1CC(=O)Nc1ccccc1Sc1c(C)n[nH]c1C | -9 | -10 | 6
Cc1cc(C)cc(N(C)C(=O)c2cccc(N3CCNC3=O)c2)c1 | -3&-5 | . | 4&2
O=C(CCc1nnc(CCc2ccccc2)o1)N1CCCC1c1nccs1 (stereo unspecified) | -4 | -3 | 3
NC(=O)c1cccc(NC(=O)c2ccc(F)cc2Br)c1 | -8 | . | -7
Cn1c(-c2ccc(CN3CCn4cncc4C3)o2)nc2ccccc21 | -2 | . | 17
Cc1[nH]n(-c2cccc(Cl)c2)c(=O)c1C1=C([n+]2ccccc2)C(=O)N(CC(C)C)C1=O | -32 | -20 | -3
FC(F)(F)c1cccc(CN2CCN(c3cc(Oc4ccc(Cl)cc4)ncn3)CC2)c1 | -5 | -6 | 11
Nc1cccc(-n2ncc3c(Cl)cccc32)n1 | 0 | -5 | .
CCc1cccc(CC)c1Nc1nnc(SCC(=O)NC(N)=O)s1 | 3 | 1 | 0
Cc1nc2c(C)cccn2c(=O)c1NC(=O)c1ccc(C(C)(C)C)cc1 | 1 | . | 0
COc1ccc(C)cc1C(C)NC(=O)c1ccccc1Cl (stereo unspecified) | -14 | . | 4
COc1ccc(C2CCCN2S(=O)(=O)c2ccccc2Br)c(OC)c1 (stereo unspecified) | -1 | -6 | -2
COc1c(F)ccc(C(=O)N2CCOC(CN)C2)c1F (stereo unspecified) | -10 | . | 0
OCc1cc(-c2cc3ccccc3o2)on1 | -13 | . | -3
COC1(C)CC(N(C)c2ncccn2)C1(C)C (stereo unspecified) | -1 | . | 10
O=S(=O)(c1ccccc1Cl)N1CCCC1c1nc2ccccc2[nH]1 (stereo unspecified) | -3 | -7 | 2
O=C(c1ccc(-c2ccccc2)cc1)C1CCCN(C(=O)CCn2cnnn2)C1 (stereo unspecified) | -4 | -3 | -5
COc1ccccc1-c1ccnc(-n2ncc(C(=O)NC3Cc4ccccc4C3)c2C2CC2)n1 | -9 | -10 | 13
O=C(Nc1cccc(F)c1)N1CCSC1c1ccc2c(c1)OCCO2 (stereo unspecified) | -9 | -5 | -5
COc1ccc(C(=O)Nc2c(C)cc(C)cc2Cl)c(OC)c1 | -7 | . | 1

Another view of part of the listing above.
Values run as follows: hcGAS inh, mcGAS lum, NPYLR7 ag
OCc1cc(-c2cc3ccccc3o2)on1
    -13, ., -3
COC1(C)CC(N(C)c2ncccn2)C1(C)C (stereo unspecified)
    -1, ., 10
O=S(=O)(c1ccccc1Cl)N1CCCC1c1nc2ccccc2[nH]1 (stereo unspecified)
    -3, -7, 2
O=C(c1ccc(-c2ccccc2)cc1)C1CCCN(C(=O)CCn2cnnn2)C1 (stereo unspecified)
    -4, -3, -5

Other entries follow:
canonical_smiles | hcGAS inh | mcGAS lum | NPYLR7 ag
Cc1ccccc1-n1c(SCC(=O)OCc2ccccc2)nnc1-c1ccco1 | -5 | -5 | .
Cc1ccc(C(=O)NC(C)c2cnn(-c3ccccn3)c2C)cn1 (stereo unspecified) | -4 | . | 9
CCCCCCOc1ccccc1-c1nc2ccccc2c(=O)n1CCc1ccc(OC)cc1 | 28 | -1 | 3
CC1=CC[C@@H]2CN(C(=O)Cc3cnc4c(C)cccn34)C[C@@H]2C1 | -5 | -12 | 6
CC(NC(=O)CCCc1nnc2c(=O)n(-c3ccc(Cl)cc3)ccn12)c1ccccc1 (stereo unspecified) | -5 | -9 | -2
Cc1cccc2sc(Cl)nc12 | 4 | -3 | -15
CCOC(=O)CCc1c(C)nc2ncnn2c1N1CCN(S(=O)(=O)c2cccc(Cl)c2C)CC1 | -9 | -4 | 23
COc1cccc(Cc2nsc(N3CCCC3C(=O)O)n2)c1 (stereo unspecified) | -9 | -6 | -8
Cc1[nH]c2ccccc2c1C(c1cccnc1)c1c(C)[nH]c2ccccc12 | -9 | -2 | -2
Cc1cc(C)cc(-n2c(C)cn3c4c(=O)n(CCN5CCOCC5)c(=O)n(C)c4nc23)c1 | -2 | . | 1
Cc1n[nH]c(C)c1C(NC(=O)CSC12CC3CC(CC(C3)C1)C2)C(=O)O (stereo unspecified) | -1&-3 | -1 | 1&-1
Cc1cc(C(C)NC(=O)N2CCN(c3cnn(C)c3)C(=O)C2)c(C)o1 (stereo unspecified) | -7 | -11 | 2
Cc1[nH]n(-c2ccccc2)c(=O)c1N=Nc1ccc(F)cc1 | 0 | -1 | -8
Cc1cc(C(=O)N(CCN2CCOCC2)c2nc3ccc(F)cc3s2)on1 | -6 | . | -2
Cc1nnc(SCC(=O)c2ccc(Br)s2)n1C1CCCCC1 | 1 | -3 | 1
CC1CCN=C(N)S1 (stereo unspecified) | -1 | 0 | 1
Cc1nn(S(=O)(=O)c2ccc3ccccc3c2)c(C)c1S(=O)(=O)N1CCCCCC1 | -9 | . | 2
COc1cc(-c2ccc(=O)n(CC(=O)Nc3ccc(C(F)(F)F)cc3)n2)cc(OC)c1OC | -5 | . | 13
O=C1NCCCC[C@@H]1NS(=O)(=O)c1ccccc1C(F)(F)F | -6 | -4 | -2
O=C(NCc1ccccn1)c1cc2n(n1)CCN(Cc1cccc(F)c1)C2=O | -1 | -5 | 10
COc1ccc(CCNC(=O)CN2CC3=C(C2=O)C(c2ccc(F)cc2)NC(=O)N3C)cc1OC (stereo unspecified) | -6 | -5 | -2
O=C(NCCN1CCOCC1)[C@@]1(OCc2ccccc2)CC(OCc2ccc(C(F)(F)F)cc2)[C@H](O)[C@H](O)C1 (stereo partly specified) | 6 | -5 | 5
COc1ccc(CN(C)C(=O)CC2(c3ccccc3F)CC(=O)N(C3CCCCC3)C2=O)cc1OC (stereo unspecified) | -7 | -8 | 19
CCOc1ncc(C(=O)NCc2nccn2C)cc1Cl | 0 | . | -8
COc1ccc(Cl)cc1CC1(C)C(=O)Nc2ccc(OC(F)(F)F)cc21 (stereo unspecified) | 2 | -4 | 4
CN(C)c1cc(Nc2ccccc2)c2c3c(onc13)-c1ccccc1C2=O | -4 | . | -17
CC(=O)c1cc(CN2CC[C@@H](c3ccc4ccccc4c3)[C@H](O)C2)n(C)c1 | -3 | . | -3
Cc1ccc(-c2csc(NC(=O)C3CCCCC3C(=O)O)n2)c(C)c1 (stereo unspecified) | -12 | -4 | -5
CCOC(=O)CN1C(=O)CN(C(=O)Cc2ccc(OC)cc2)CCC(OC)c2ccccc21 (stereo unspecified) | 4 | 0 | 0
COCC(NC(=O)c1c(C)nc2cc(C)ccn12)c1ccnn1C (stereo unspecified) | -2 | . | 2
CN(C)c1ccc(NC(=O)C2CCCC2)cc1CN(CC1CCCO1)C(=O)c1cccs1 (stereo unspecified) | -9 | -4 | 25
O=c1[nH]c(C23CC4CC(CC(C4)C2)C3)cs1 | -3 | -3 | .
CC/C(=N/NS(=O)(=O)c1ccccc1)c1ccc(C)cc1 | 4 | . | 2
CCc1cn[nH]c1C1CCCN(C(=O)c2cc(-c3c(C)nn(C)c3C)nn2C)C1 (stereo unspecified) | -8 | -12 | .
CCNC(=O)N1CCN(S(=O)(=O)c2ccc(C)cc2C)CC1 | -1 | . | 5
Cc1cc(NC(=O)CCN2C(=O)/C(=C/c3ccc(F)cc3)SC2=S)no1 | -5 | -4 | -1

Random excerpt: 4 records from the list
canonical_smiles | hcGAS inh | mcGAS lum | NPYLR7 ag
CC(=O)c1cc(CN2CC[C@@H](c3ccc4ccccc4c3)[C@H](O)C2)n(C)c1 | -3 | . | -3
COCC(NC(=O)c1c(C)nc2cc(C)ccn12)c1ccnn1C (stereo unspecified) | -2 | . | 2
CN(C)c1ccc(NC(=O)C2CCCC2)cc1CN(CC1CCCO1)C(=O)c1cccs1 (stereo unspecified) | -9 | -4 | 25
CC/C(=N/NS(=O)(=O)c1ccccc1)c1ccc(C)cc1 | 4 | . | 2

(listing goes on)
canonical_smiles | hcGAS inh | mcGAS lum | NPYLR7 ag
COCCCNC(=O)c1cc(-c2ccccc2F)nc2cc(C(C)(C)C)nn12 | -7 | -9 | -1
Cc1cc(=O)oc2cc(Oc3nnc(-c4ccccc4)c4ccccc34)ccc12 | -7 | -4 | -3
N#CC(C(=O)c1ccc(Br)o1)c1ccc(F)cn1 (stereo unspecified) | -6 | . | -6
Clc1ccc2c(Nc3ccccc3)nc(-c3ccccc3Cl)nc2c1 | 1 | -3 | 13
CC(C)(C(=O)NCc1ccco1)c1ccc2c(c1)OCCO2 | -3 | . | 0
O=C1Nc2ccccc2C12OCCCCO2 | -5 | . | -1
COc1cc(CNc2nn[nH]n2)ccc1OCc1ccccc1C | -2 | . | -2
OCC1CCCCN1CCn1ccnc1-c1ccc2c(c1)OCCO2 (stereo unspecified) | 3 | . | 7
CCOC(=O)C1(Cc2cccc(OC)c2)CCCN(C(=O)Cn2cnnn2)C1 (stereo unspecified) | -10 | . | 3
CCC(C)N(Cc1csc(COc2ccccc2OC)n1)C(=O)Cc1ccccc1 (stereo unspecified) | -5 | -10 | -12
Cc1nc2ncnn2c(N2CCN(C(=O)c3sc4ccccc4c3Cl)CC2)c1Cc1ccccc1 | 3 | -3 | -3

Outcome played no part in choosing rows. Share with any hit: about 0.29%.
